Assay outcomes (PubChem)
D1 ag: Allosteric Agonists of the Human D1 Dopamine Receptor: qHTS | HEK293 T-REx D1 cells, calcium flux, agonist mode | activation, % at 2 µM | 1% of 360,000 active; further: 0% is about no effect
Target sequence (P21728 whole entry, looked up): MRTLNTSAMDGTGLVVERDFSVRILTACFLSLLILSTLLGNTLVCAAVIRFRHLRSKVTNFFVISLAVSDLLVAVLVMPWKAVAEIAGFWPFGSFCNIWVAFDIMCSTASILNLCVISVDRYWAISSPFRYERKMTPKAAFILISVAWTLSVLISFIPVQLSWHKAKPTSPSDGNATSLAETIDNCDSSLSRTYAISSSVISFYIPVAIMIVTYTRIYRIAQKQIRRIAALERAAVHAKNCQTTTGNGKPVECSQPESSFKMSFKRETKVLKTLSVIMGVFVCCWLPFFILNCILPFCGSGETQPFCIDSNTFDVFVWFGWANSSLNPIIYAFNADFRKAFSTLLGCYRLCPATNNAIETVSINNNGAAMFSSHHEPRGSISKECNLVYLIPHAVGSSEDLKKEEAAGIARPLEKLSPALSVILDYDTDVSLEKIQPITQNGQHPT
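Tetracycline-induced HEK293 TREx D1 cells, force-coupled to calcium signalling, were dye-loaded with a no-wash calcium kit. Compound was pin-added after a 10 s baseline. Fluorescence was read kinetically at 1 cycle/s for 180 s, with calcium rises flagged as agonism.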
D2 potentiator: HTS Assay for Positive Allosteric Modulators of the Human D2 Dopamine Receptor: Primary Screen for Potentiators; AID 485347, 2010; D(2) dopamine receptor (Homo sapiens), P14416; HEK293 T-REx D2, calcium flux, EC20 dopamine potentiation; potentiation, % at 10 µM; 0.34% of 340,000 active;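 active means potentiation over 3 SD above the plate norm, cut at about 30% in these data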; further: 0% is about no effect
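Primary screen. Calcium kinetics in induced HEK293 T-REx D2 cells: compound pre-addition 180 s, EC20 dopamine, 180 s more.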
TRHR ag: qHTS for Small Molecule Agonists and Allosteric Enhancers of Human TRH Receptor: Primary Screen for Agonists. Thyrotropin-releasing hormone receptor (Homo sapiens), P34981. TRHR cells, calcium flux fluo-8, FDSS agonist mode. activation, % at 2 µM. 0.18% of 360,000 active. AID 493084, 2011; further: 0% is about no effect
Target sequence (P34981 whole entry, looked up): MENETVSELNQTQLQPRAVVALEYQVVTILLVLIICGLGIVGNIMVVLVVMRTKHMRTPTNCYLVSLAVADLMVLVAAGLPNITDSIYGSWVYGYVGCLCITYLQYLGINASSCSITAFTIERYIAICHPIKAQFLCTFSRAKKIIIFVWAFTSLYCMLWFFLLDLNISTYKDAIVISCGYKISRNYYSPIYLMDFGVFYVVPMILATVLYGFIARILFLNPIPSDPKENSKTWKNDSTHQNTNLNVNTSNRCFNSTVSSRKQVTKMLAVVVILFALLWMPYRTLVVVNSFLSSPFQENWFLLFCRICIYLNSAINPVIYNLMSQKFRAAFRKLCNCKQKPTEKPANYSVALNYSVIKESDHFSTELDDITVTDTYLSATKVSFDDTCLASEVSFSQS
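TRHR-expressing cells, plated overnight in medium with 10% serum, were loaded with fluo-8 calcium dye at room temperature. After a 10 s baseline, library compound was pin-added and calcium release was recorded kinetically (ex 480/em 530) as agonist response.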
RXFP1 antagonist: qHTS Assay for Antagonists of the Relaxin Receptor RXFP1; Relaxin receptor 1 (Homo sapiens), Q9HBX9; HEK293-RXFP1, relaxin-stimulated cAMP HTRF, 30 min; hits give low values; activity change, negative = inhibition, % at 57.5 µM; 0.59% of 350,000 active; AID 1259400, 2018;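 active means activity change of -60% or lower, but not beyond a set lower limit; inconclusive means change between -60% and -40%, or beyond the set limit; inactive means change above -40%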; further: on the % scale 0 is the no-effect control and ±100 the full control effect
D2 antag: HTS Assay for Allosteric Antagonists of the Human D2 Dopamine Receptor: Primary Screen for Antagonists | D(2) dopamine receptor (Homo sapiens), P14416 | HEK293 TREx D2 cells, calcium flux, dopamine EC80 | inhibition, % at 10 µM | 2% of 340,000 active; in the data active means inhibition above about 30%; further: 0% is about no effect
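Antagonism is scored as inhibition of an EC80 dopamine-evoked calcium signal in a force-coupled, tetracycline-inducible HEK293 T-REx D2 line, with compound present 180 s before agonist.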
D1 antagonist: Antagonist of Human D 1 Dopamine Receptor: qHTS. HEK293 TREx D1 cells, calcium flux, dopamine EC80; hits give low values. activity change, negative = inhibition, % at 10 µM. 3.2% of 360,000 active; in the data active means activity change below about -30%; further: on the % scale 0 is the no-effect control and ±100 the full control effect
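Using tetracycline-induced force-coupled D1 Hek293 cells and a calcium dye, signals were followed for 180 s after compound, then for 180 s after EC80 dopamine, to detect inhibitors.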
TRHR PAM: qHTS for Small Molecule Agonists and Allosteric Enhancers of Human TRH Receptor: Primary Screen for Enhancers; TRHR cells, fluo-8 calcium fluorescence, EC20 TRH enhancement; enhancement, % at 2 µM; 0.66% of 360,000 active; in the data active means enhancement above about 30%; further: 0% is about no effect
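Enhancer read-out: after compound pinning and an initial kinetic agonist-mode read, an EC20 of TRH (10 nM final) was injected and fluo-8 calcium signal (Ex 480/Em 530) followed at 1 s/cycle for 100 cycles in TRHR-expressing cells.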
D1 potentiator: Potentiators of Human D1 Dopamine Receptor: qHTS; HEK293 TREx D1 cells, calcium flux, dopamine EC20 potentiation; potentiation, % at 10 µM; 0.036% of 360,000 active; AID 504651, 2011; in the data active means potentiation above about 30%; further: 0% is about no effect
D2 ag: HTS Assay for Allosteric Agonists of the Human D2 Dopamine Receptor: Primary Screen for Agonists. D(2) dopamine receptor (Homo sapiens), P14416. HEK293 T-REx D2 cells, calcium flux agonist mode. activation, % at 2 µM. 0.53% of 340,000 active;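 active means activation over 3 SD above normal in the single-dose calcium agonist read, cut at about 30% in these data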; further: 0% is about no effect
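Tetracycline-induced HEK293 Trex cells with D2 receptor force-coupled to calcium signaling, plated overnight at 30 C and loaded with no-wash calcium dye. Calcium flux read kinetically for 180 s after compound addition; responses flag agonists.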
* marks the source's active call; other numbers are inactive results; ? = inconclusive; / = not tested or not shown; & = joins results of further samples. Unless noted, no stated cut-off is given here; in the data, active means activation above about 30%; inactive means the rest. Compounds were not picked by outcome; overall some 7.1% were active at least once.

SMILES	D1 ag	D2 potentiator	TRHR ag	RXFP1 antagonist	D2 antag	D1 antagonist	TRHR PAM	D1 potentiator	D2 ag
CN(C)S(=O)(=O)Oc1cc(Cl)ccc1C(=O)Nc1ccc(F)cc1F	10	0	-0.1	-4	7	18	-5	-4	0.8
CCCN(CCC)C(=O)C1CCCN(S(=O)(=O)c2ccc3c(c2)oc(=O)n3C)C1 (centres undefined)	-1&0	-4&16	0.5&-0.3	-5	-10	2&-5	-4&-2	1&-1	0.7&0.2
CCCn1c(SCC(=O)N2CC(=O)Nc3ccccc32)nc2ccccc21	1	/	0.4	?	/	11	-23	-5	/
O=C(CSc1nc2ccccc2o1)N1CCN(C(=O)c2ccco2)CC1	-1	-7	0.2	0	22	-5	5	-6	-0.2
CC1CCCC(NC(=O)COC(=O)c2cc(S(=O)(=O)N3CCOCC3)ccc2F)C1C (centres undefined)	3	-1	-0.9	0	-5	3	5	-1	-0.2
Cc1cc(OCc2cc(C(=O)N(C)CCOc3ccccc3)no2)cc(C)c1Cl	37*	-5	2.4	23	-10	-4	-7	-7	2.2
CSCC[C@H](NC(=O)[C@@H]1CSC2c3ccccc3C(=O)N21)C(=O)NC1CCCC1 (some centres undefined)	-1	1	0.6	2	8	-7	-4	-1	-0.5
N#C/C(=C\C1=C(N2CCOCC2)C(=C\c2ccc(Cl)cc2)/CC1)C(=O)Nc1ccccc1F	11	1	2.6	-16	-5	-5	3	-5	5.4
CC(=O)Nc1cccc(C(=O)OCc2csc(CC(=O)Nc3ccccc3C)n2)c1	8	-3	0.9	-6	3	-27	1	-1	0.1
CCCc1cc(=O)oc2cc3oc(C)c(C)c3cc12	0	-4	-0.6	3	-4	-2	-8	9	-0.9

2 of these compounds in another layout:
Compound: CC1CCCC(NC(=O)COC(=O)c2cc(S(=O)(=O)N3CCOCC3)ccc2F)C1C (centres undefined)
  D1 ag = 3	D2 potentiator = -1	TRHR ag = -0.9	RXFP1 antagonist = 0	D2 antag = -5	D1 antagonist = 3	TRHR PAM = 5	D1 potentiator = -1	D2 ag = -0.2

Compound: N#C/C(=C\C1=C(N2CCOCC2)C(=C\c2ccc(Cl)cc2)/CC1)C(=O)Nc1ccccc1F
  D1 ag = 11	D2 potentiator = 1	TRHR ag = 2.6	RXFP1 antagonist = -16	D2 antag = -5	D1 antagonist = -5	TRHR PAM = 3	D1 potentiator = -5	D2 ag = 5.4

Further structures:
SMILES	D1 ag	D2 potentiator	TRHR ag	RXFP1 antagonist	D2 antag	D1 antagonist	TRHR PAM	D1 potentiator	D2 ag
CCCn1c(SCc2ccon2)nc2ccccc2c1=O	2	-1	0.2	-1	-3	-12	0	-3	-1.9
Oc1ccc(C(c2nnnn2CCc2ccccc2)N2CCN(c3nc4ccccc4s3)CC2)cc1 (centres undefined)	2	9	0.4	-3	3	31	3	-5	0.0
O=C(Nc1nc2ccccc2[nH]1)C1CC(=O)N(c2ccc3c(c2)OCCO3)C1 (centres undefined)	3	-8	-1.0	-7	-7	0	16	-7	-0.1
COc1cccc(-n2c(N)c(C#N)c3ccc([N+](=O)[O-])cc3c2=O)c1	0	0	1.2	/	-7	10	3	6	2.3
COc1ccccc1CC(=O)NC1CCN(Cc2ccccc2)CC1	-1	-18	-0.3	4	-22	0	-4	-2	-0.4
CC1CN(C(=O)c2cc(-c3ccncc3)nc3ccccc23)CC(C)O1 (centres undefined)	1	4	-0.8	-7	26	2	0	-1	-1.0
O=C(/C=C/c1ccccc1Cl)NNC(=O)c1cccs1	-2	-4	0.2	2	-1	2	7	1	0.3
Cc1cc(C)c(C)c(OCCOCCN2CCOCC2)c1	1	-13	0.0	-23	-12	-6	-1	-7	-0.6
O=C(O)Cn1cc(/C=c2/sc3nc4ccccc4n3c2=O)c2ccccc21	8	-1	1.4	-10	0	-8	-4	-9	0.6
Cc1ccccc1CC(=O)Nc1ccc2c(C)cc(=O)oc2c1	1	-2	0.0	-28	3	-6	-5	-5	0.7
CCOC(=O)C(C)Sc1nc(-c2ccccc2)nc2ccc(F)cc12 (centres undefined)	-1	-1	0.2	-7	10	29	4	-3	0.9
Oc1ccccc1-c1n[nH]c(=S)n1Cc1ccccc1	1	-6	-0.2	-5	4	5	-1	2	-0.5
O=Cc1cnc(N2CCOCC2)nc1	3	15	0.6	3	/	4	3	-1	/
NS(=O)(=O)c1cccc(NC(=O)CCc2ccc(S(=O)(=O)N3CCOCC3)cc2)c1	6	8	0.3	-4	21	1	-12	-4	1.2
COc1ccc([N+](=O)[O-])cc1CSc1ccccn1	1	-8	2.8	3	15	0	-5	-4	0.0
COc1ccc(CNC(=O)CCCCCn2c(SCC#N)nc3cc4c(cc3c2=O)OCO4)cc1	1	-2	1.5	-10	-1	3	-1	-5	0.6
Cc1nnc(-c2ccc(Oc3ccc(Cl)cc3)c([N+](=O)[O-])c2)o1	5	7	-0.2	-13	5	-12	1	-4	1.4
Cc1ccccc1C(=O)NC(=S)N(C)C1CCCCC1	1	-2	-1.0	-13	-3	-19	-4	1	-0.8
Nc1nc(NCCOCCO)nc(NCC2CCCO2)c1[N+](=O)[O-] (centres undefined)	5	-11	0.5	4	-20	5	3	-5	0.6
Cc1cccc(N(C(=O)c2cnc3n(c2=O)CCS3)C2CCCCC2)c1	1	-8	-0.8	-12	8	-1	-8	2	0.2

2 records picked at random from those above:
SMILES	D1 ag	D2 potentiator	TRHR ag	RXFP1 antagonist	D2 antag	D1 antagonist	TRHR PAM	D1 potentiator	D2 ag
N#C/C(=C\C1=C(N2CCOCC2)C(=C\c2ccc(Cl)cc2)/CC1)C(=O)Nc1ccccc1F	11	1	2.6	-16	-5	-5	3	-5	5.4
CN(C)S(=O)(=O)Oc1cc(Cl)ccc1C(=O)Nc1ccc(F)cc1F	10	0	-0.1	-4	7	18	-5	-4	0.8

Next structures follow.
SMILES	D1 ag	D2 potentiator	TRHR ag	RXFP1 antagonist	D2 antag	D1 antagonist	TRHR PAM	D1 potentiator	D2 ag
O=C(NCCc1ccccc1Cl)C1CCC(=O)N(Cc2ccc(Cl)cc2)C1 (centres undefined)	2	8	-0.4	-22	-13	19	-10	-1	1.4
CCOc1ccc(-c2nc(CSCC(=O)NC3CCCc4ccccc43)c(C)o2)cc1 (centres undefined)	9	-9	1.5	-1	11	0	-11	-2	-0.1
O=C1C2C3C=CC(C4CC34)C2C(=O)N1/N=C/c1ccc([N+](=O)[O-])s1 (centres undefined)	5	4	-0.5	-3	-11	-14	5	-4	-0.4
Cc1nc2nc(SCc3ccc([N+](=O)[O-])cc3)[nH]c2cc1Br	1	4	-0.3	-5	-8	-20	-1	-6	-0.3
Cn1cnnc1SCC(=O)Nc1cc(S(=O)(=O)N2CCCCC2)ccc1Cl	1	8	0.3	18	-9	13	0	0	0.5
CCn1c(=NC(=O)c2cccc(N3C(=O)CCC3=O)c2)sc2c(C)ccc(OC)c21	1	11	-0.9	-5	-2	-14	-6	-8	-0.2
Cc1ccc(S(=O)(=O)Nc2cc(C)cn(Cc3ccccc3)c2=O)cc1	2	-8	-0.3	-26	-11	1	-8	3	0.1
CCn1cc(C(=O)NC2CCCCCC2)c2cc(OC)c(OC)cc2c1=O	1	9	-0.6	10	3	8	-12	-3	-0.5
CCC(NC(=O)c1cccc(Cn2nc(C)c([N+](=O)[O-])c2C)c1)c1ccc(C(C)C)cc1 (centres undefined)	1	0	-0.6	-14	-7	-4	-6	-4	0.8
Cc1ccc(C(=O)Nc2cccc(C(=O)N/N=C/c3ccccc3F)c2)cc1	9	-5	-1.2	4	-1	-7	3	-9	-0.1
CC(=O)N/C(=C\c1ccccc1)C(=O)OCc1ccccc1	3	1	0.2	6	21	7	-2	2	-1.3
O=C(O)c1ccc(-c2cccc([N+](=O)[O-])c2)o1	9	1	0.9	-11	-14	4	-4	0	0.4
C=CCSc1nnc(NC(=O)Cc2ccc(OC)c(OC)c2)s1	6	0	0.9	9	7	1	18	-5	2.4
CCOC(=O)CCCNC(=O)CCCNC(=O)C(c1ccccc1)c1ccccc1	8	-13	-1.1	16	29	-4	-4	-1	-1.4
Nc1c(C(=O)N2CCCC2)sc2nc3c(cc12)CCCCCC3	4	7	-1.4	-18	0	-11	-1	2	-0.1
O=C(Nc1ccccc1Cl)N1CCN(C/C=C/c2ccccc2)CC1	-1	-6	-0.3	6	0	-28	2	6	0.0
CCOC(=O)N1CCN(C(=O)c2ccc(CNS(=O)(=O)c3ccc(OC)cc3)cc2)CC1	0	-7	-1.4	5	-3	8	-5	5	2.5
CC12CCC(C(=O)OC3CCCCC3)(OC1=O)C2(C)C (centres undefined)	-4	12	0.2	-5	/	21	1	-1	/
OCCN1CN=C(Nc2nc3ccccc3o2)NC1	0	-1	0.0	-1	1	-42*	-7	1	0.8
N#CC(C#N)=C(N)CSc1cccc[n+]1[O-]	2	9	0.5	-16	4	6	35*	4	1.9
COc1ccc(OC)c(NC(=O)/C=C/c2ccc(S(=O)(=O)N3CCOCC3)cc2)c1	1	0	0.0	-4	20	0	-2	-2	0.0
Cc1ccc2c(c1)COc1c3ccc(C(=O)N4CCCCC4)cc3nn1-2	6	-4	-0.1	/	-5	3	2	-6	0.0
COc1ccc(NS(=O)(=O)c2cc(NC(=O)c3cnccn3)ccc2OC)cc1Br	4	12	2.1	-1	2	-1	-1	2	2.8
O=C(CSc1nc2scc(-c3ccco3)c2c(=O)n1-c1ccccc1)NCC1CCCO1 (centres undefined)	2	7	3.7	-6	-1	2	1	13	0.3
O=C(CO/N=C/c1ccc(OC(F)F)cc1)NCc1ccc(F)cc1	15	-2	3.6	2	4	-7	7	-7	0.3
CCOc1cc(N2CCOCC2)c(OCC)cc1NC(=O)Cc1cn2ccsc2n1	3	2	-0.1	-10	-3	0	23	-2	-0.2
Cc1cc(C)n(-c2nc(NCCCO)c3c4c(sc3n2)CCCC4)n1	1	13	0.0	5	-1	5	-2	-2	0.4
COc1ccc(OCc2cc(C(=O)N3CCCCCC3)no2)c(Cl)c1	4	2	1.1	-4	18	0	1	-9	0.5
COc1ccccc1NS(=O)(=O)c1ccc2oc(SCc3ccc(F)cc3)nc2c1	12	0	-0.6	-19	-2	-19	14	-3	1.3
CCOc1ccccc1C(=O)NCC(c1ccc(N(C)C)cc1)N1CCc2ccccc21 (centres undefined)	1	2	-0.7	-22	/	-6	8	1	-0.5
Cc1ccc(NS(=O)(=O)Cc2ccccc2)cc1Cl	8	-3	-0.3	1	-7	-2	-4	-8	0.6
CC1Cc2ccccc2N1C(=S)NC(=O)C1(C)CC1(Cl)Cl (centres undefined)	1	2	0.0	-2	-13	-7	-1	-1	0.6
